T cruzi growth: blocks T. cruzi growth in NIH3T3 culture. inhibition, % at 8.34 µM. actives 5.9% (n = 77,000). AID 624255. T. cruzi beta-gal in NIH3T3, GalScreen luminescence, 90 h;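 active means mean inhibition above about 93%, with at least 55% of replicates each passing it, limit read from the data, passing the limit was not always enough; inconclusive means only one of those two conditions holds; inactive means neither condition holds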
Pf Dd2 inh: P. falciparum Dd2 growth inhibition. SYBR Green, 72 h; hits give low values. activity change, % at 10 µM. AID 1159554. actives 2.3% (n = 94,000); in the data active means activity change below about -80%; inconclusive means no clear call, values can overlap the other calls
GASC1 inh: blocks human GASC-1 (KDM4C) demethylase activity; actives 0.15% (n = 96,000); GST-KDM4C 2-372, H3K9me3 peptide, LANCE TR-FRET; inhibition, % at 12.5 µM; AID 720574;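 active means mean replicate inhibition above about 25%, with at least 55% of replicates also reaching it, limit read from the data, passing the limit was not always enough; inconclusive means only one of those two conditions met; inactive means neither condition met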
Target sequence (Q9H3R0 2-372 limits assumed): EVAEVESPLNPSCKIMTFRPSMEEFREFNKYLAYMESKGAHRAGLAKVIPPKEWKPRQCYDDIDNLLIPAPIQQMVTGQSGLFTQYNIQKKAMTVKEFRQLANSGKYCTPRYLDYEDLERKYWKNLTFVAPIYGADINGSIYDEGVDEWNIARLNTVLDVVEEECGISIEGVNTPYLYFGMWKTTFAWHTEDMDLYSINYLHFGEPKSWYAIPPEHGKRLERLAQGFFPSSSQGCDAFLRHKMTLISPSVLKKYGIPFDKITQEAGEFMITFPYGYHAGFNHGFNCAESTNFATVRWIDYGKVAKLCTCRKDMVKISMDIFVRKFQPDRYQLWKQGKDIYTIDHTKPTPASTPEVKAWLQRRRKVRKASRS
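Assay system: GST-GASC-1 enzyme fragment 2-372 | Amount: 10 nM enzyme | Medium: HEPES buffer, pH 7.5, plus ascorbate | Reagent: H3K9me3 peptide substrate, Fe(II), 2-oxoglutarate | Doses: Single-point compound screen | Incubation: 30 min demethylation and 1 h detection at room temperature | Measured by: LANCE TR-FRET, excitation 340 nm, emissions 618 and 671 nm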
C diff growth: blocks growth of Clostridium difficile | AID 1259249 | growth activity, negative = inhibition, % at 16 µg/mL (by protocol) | Clostridium difficile clinical isolate growth, OD600, 24 h; hits give low values | actives 0.25% (n = 86,000);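 active means mean growth activity at or below -80% and every replicate also at or below -80%; inconclusive means mean at or below -80% but some replicate above -80%; inactive means mean growth activity above -80%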;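 further: 0% = DMSO wells and -100% = levofloxacin 16 µg/mL wells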
Active calls of the source: *; ? = inconclusive; · = not tested or not shown; & = joins results of further samples.

Sequence of screens – T cruzi growth	Pf Dd2 inh	GASC1 inh	C diff growth
COc1ccccc1NC(=O)N[C@H]1CC[C@@H](CC(=O)NCc2ccc(Cl)c(Cl)c2)O[C@@H]1CO
  1	3	-2.6	-4
CS(=O)(=O)N1[C@H](C#N)[C@@H](c2ccc(C#Cc3cccc(F)c3)cc2)[C@H]1CO
  43	-1	0.3	2
CO[C@@H]1CN(C)C(=O)c2cc(NC(=O)c3ccno3)ccc2OC[C@H](C)N(S(C)(=O)=O)C[C@@H]1C
  ·	11	2.1	4
C[C@@H]1CN([C@H](C)CO)C(=O)Cc2cc(NC(=O)Nc3ccc(F)cc3)ccc2O[C@@H]1CN(C)C
  ·	19	0.5	6&3
C[C@@H]1CCCCO[C@@H](CN(C)C(=O)Cc2ccccc2)[C@H](C)CN([C@H](C)CO)C(=O)c2cc(NC(=O)c3ccccc3)ccc2O1
  84	-62	3.1	-5
C[C@H](CO)N1C[C@H](C)[C@@H](CN(C)C(=O)CN(C)C)Oc2ncc(-c3ccc(F)cc3)cc2C1=O
  -1	15	1.0	0
C[C@H]1CN([C@@H](C)CO)C(=O)c2cc(NC(=O)CCC(F)(F)F)ccc2O[C@@H]1CN(C)CC1CCCCC1
  20	2	1.0	3
CC(C)C#Cc1cnc2c(c1)C(=O)N([C@H](C)CO)C[C@H](C)[C@@H](CN(C)C(=O)Nc1cccc(F)c1)O2
  88	-24	7.3	-18
C[C@@H]1CN([C@@H](C)CO)C(=O)c2cccc(NC(=O)c3ccc(-c4nccs4)cc3)c2O[C@@H]1CN(C)Cc1ccc(C(=O)Nc2ccccc2N)cc1
  87	-95*	0.2	3
O=C(C[C@@H]1CC[C@H](NS(=O)(=O)c2ccccc2)[C@H](CO)O1)NCc1ccc(Cl)c(Cl)c1
  -35	-7	0.7	-14
C[C@H](CO)N1C[C@H](C)[C@@H](CN(C)C(=O)Nc2cccc3ccccc23)Oc2ccc(NS(C)(=O)=O)cc2C1=O
  36	-5	-0.8	-7
O=C(O)C[C@@H]1C[C@@H]2c3cc(NC(=O)Nc4ccc(C(F)(F)F)cc4)ccc3O[C@@H]2[C@H](CO)O1
  -33	35	-0.6	-3
O=C(NC1CCCC1)[C@@H]1[C@@H](CO)[C@@H]2Cn3c(ccc(-c4ccc(F)cc4)c3=O)[C@H]1N2Cc1cocn1
  85	-7	0.4	-5
O=C(O)[C@H]1[C@H](CO)[C@H]2Cn3c(ccc(C4=CCCCC4)c3=O)[C@H]2N1Cc1ccc2c(c1)OCO2
  -36	-4	-3.8	5
COCC(=O)N(C)C[C@H]1Oc2cc(Br)ccc2S(=O)(=O)N([C@@H](C)CO)C[C@H]1C
  -40	45	1.4	1
CO[C@H]1CN(C)C(=O)c2ccc(NC(=O)Nc3ccc(Cl)cc3)cc2OC[C@H](C)NC[C@@H]1C
  -47	·	0.1	·
Cc1ccc(S(=O)(=O)Nc2cccc3c2O[C@H](CN(C)C(=O)Nc2ccc(C(F)(F)F)cc2)[C@H](C)CN([C@H](C)CO)C3=O)cc1
  87	-10	-1.2	4
COc1ccccc1-c1cnc2c(c1)C(=O)N([C@@H](C)CO)C[C@@H](C)[C@H](CN(C)C(=O)CC1CC1)O2
  3	-48	0.1	3
CCCNC(=O)Nc1ccc2c(c1)C(=O)N(C)[C@H]1CC[C@H](CC(=O)OC)O[C@H]1CO2
  7	10	-0.7	-1
CN(Cc1cncnc1)C[C@@H]1N[C@H](CO)[C@@H]1c1ccc(-c2ccc(C#N)cc2)cc1
  ·	9	-0.9	-2
COc1ccc2c3c(n(C)c2c1)[C@H](CO)N(C(=O)C1CCCC1)CC31CCN(C(=O)CN(C)C)CC1
  ·	-63	1.5	0
Cc1ccc(S(=O)(=O)N[C@@H]2CC[C@@H](CCn3cc(C(C)C)nn3)O[C@H]2CO)cc1
  25	-7	0.4	1
C[C@@H](NC(=O)C[C@H]1CC[C@H](NC(=O)C2CCOCC2)[C@@H](CO)O1)c1ccccc1
  44	12	0.1	-2
COc1cccc(NC(=O)C[C@H]2CC[C@H]3[C@H](COc4ccc(NS(=O)(=O)c5cccc(F)c5)cc4C(=O)N3C)O2)c1
  -66	-8	3.4	-1
O=C(C[C@@H]1CC[C@@H]2[C@H](COC[C@@H](O)CN2Cc2nccs2)O1)NCc1ccc(Oc2ccccc2)cc1
  ·	-20	-1.8	1&-5
C[C@H]1CCCCO[C@@H](CN(C)Cc2ccc3c(c2)OCO3)[C@@H](C)CN([C@@H](C)CO)C(=O)c2cc(NS(C)(=O)=O)ccc2O1
  -45	14	-0.6	0
C[C@@H]1CN([C@@H](C)CO)C(=O)c2cc(NC(=O)Cc3ccccc3)ccc2O[C@@H](C)CCCCO[C@@H]1CN(C)C(=O)CCCN(C)C
  ·	35	1.2	1
COc1ccccc1NC(=O)N1CC(=O)N2[C@H](C1)[C@H](c1ccc(C#CC3CC3)cc1)[C@@H]2CO
  ·	20	-1.0	1
COc1ccc(S(=O)(=O)N2CCCCN3[C@@H](CO)[C@H](c4ccc(C5=CCCC5)cc4)[C@@H]3C2)cc1
  ?	5	1.4	10
O=C(c1ccccc1)N1C[C@@H]2[C@H](c3ccccc31)[C@H](CO)N2Cc1cocn1
  6	-10	-0.4	0
Cc1noc(C)c1S(=O)(=O)Nc1cccc2c1O[C@H](CN(C)Cc1ccccc1)[C@H](C)CN([C@@H](C)CO)C2=O
  -6	21	-0.5	1
C[C@@H]1CN([C@H](C)CO)C(=O)c2cc(NS(=O)(=O)c3ccc(Cl)cc3)ccc2O[C@H]1CN(C)S(=O)(=O)c1ccccc1
  37	26	-2.2	-8
COc1ccc2c3c([nH]c2c1)[C@@H](CO)N(C(=O)C1CCC1)CC31CN(Cc2nccs2)C1
  ·	-22	-0.3	1
CCCC#Cc1ccc2c(c1)O[C@H](CN(C)S(C)(=O)=O)[C@H](C)CN([C@@H](C)CO)S2(=O)=O
  26	35	-0.9	1
C[C@@H]1CN([C@H](C)CO)S(=O)(=O)c2ccc(C#C[C@@H](C)O)cc2O[C@H]1CN(C)C(=O)c1ccccc1
  11	-20	0.7	-2
COc1ccc(NC(=O)N[C@@H]2CC[C@H](CCNC(=O)Cc3ccncc3)O[C@@H]2CO)cc1
  ·	-6	-0.4	-8
C[C@@H]1CN([C@@H](C)CO)C(=O)Cc2cc(NC(=O)CCCCCC(=O)Nc3ccccc3N)ccc2O[C@@H]1CN(C)Cc1ccc(Cl)c(Cl)c1
  87	-33	0.0	0
COc1ccc(NC(=O)N(C)C[C@@H]2Oc3c(NS(=O)(=O)c4ccc(OC)cc4)cccc3C(=O)N([C@H](C)CO)C[C@@H]2C)cc1
  32	-5	0.7	1
O=C(C[C@@H]1CC[C@H](NS(=O)(=O)c2ccccc2)[C@@H](CO)O1)NCc1ccc(Cl)c(Cl)c1
  4	-6	2.8	-15
C[C@@H]1CN([C@@H](C)CO)C(=O)CCCn2cc(nn2)CO[C@@H]1CN(C)Cc1cccc(C(F)(F)F)c1
  -9	-8	-0.8	-1

Fetched by structure from the entries so far:
Sequence of screens – T cruzi growth	Pf Dd2 inh	GASC1 inh	C diff growth
C[C@@H]1CN([C@H](C)CO)C(=O)c2cc(NS(=O)(=O)c3ccc(Cl)cc3)ccc2O[C@H]1CN(C)S(=O)(=O)c1ccccc1
  37	26	-2.2	-8
O=C(C[C@@H]1CC[C@H](NS(=O)(=O)c2ccccc2)[C@@H](CO)O1)NCc1ccc(Cl)c(Cl)c1
  4	-6	2.8	-15
C[C@@H]1CN([C@@H](C)CO)C(=O)c2cc(NC(=O)Cc3ccccc3)ccc2O[C@@H](C)CCCCO[C@@H]1CN(C)C(=O)CCCN(C)C
  ·	35	1.2	1
C[C@@H]1CN([C@H](C)CO)S(=O)(=O)c2ccc(C#C[C@@H](C)O)cc2O[C@H]1CN(C)C(=O)c1ccccc1
  11	-20	0.7	-2
Cc1ccc(S(=O)(=O)N[C@@H]2CC[C@@H](CCn3cc(C(C)C)nn3)O[C@H]2CO)cc1
  25	-7	0.4	1
COc1ccccc1NC(=O)N1CC(=O)N2[C@H](C1)[C@H](c1ccc(C#CC3CC3)cc1)[C@@H]2CO
  ·	20	-1.0	1

Next part:
Sequence of screens – T cruzi growth	Pf Dd2 inh	GASC1 inh	C diff growth
C/C=C/c1ccc([C@H]2[C@@H](CNC(=O)c3ccccc3)N(C(C)=O)[C@H]2CO)cc1
  44	1	1.1	2
C[C@H](CO)N1C[C@H](C)[C@@H](CN(C)C(=O)Nc2cccc3ccccc23)Oc2ccc(NC(=O)Cn3cnnn3)cc2CC1=O
  ·	-1	13	-4
CNC[C@H]1Oc2ccc(NS(=O)(=O)c3ccc(Cl)cc3)cc2CC(=O)N([C@@H](C)CO)C[C@@H]1C
  ·	5	-0.9	5
C[C@@H]1CN([C@H](C)CO)C(=O)Cc2cc(NS(=O)(=O)c3cn(C)cn3)ccc2O[C@H]1CN(C)S(C)(=O)=O
  -8	21	-1.5	-7
CCNC(=O)[C@@H]1[C@@H](CO)[C@@H]2Cn3c(ccc(-c4ccccc4)c3=O)[C@H]1N2Cc1ccccc1
  32	2	-1.4	1
CCCN1[C@@H]2c3cccc(=O)n3C[C@@H]2[C@@H](CO)[C@@H]1C(=O)N[C@H](C)c1ccccc1
  ·	4	-0.7	-4
C[C@H]1CN([C@@H](C)CO)C(=O)CCCn2nncc2CO[C@@H]1CN(C)S(=O)(=O)c1ccccc1
  -19	6	0.7	·
COCC(=O)N(C)C[C@@H]1Oc2ncc(C#Cc3ccccc3)cc2C(=O)N([C@@H](C)CO)C[C@H]1C
  36	23	1.5	0
COc1ccc(NC(=O)Nc2cccc3c2O[C@@H](CN(C)Cc2ccc(C(F)(F)F)cc2)[C@@H](C)CN([C@H](C)CO)C3=O)cc1
  24	8	2.1	2
CC(C)CC#Cc1cnc2c(c1)C(=O)N([C@H](C)CO)C[C@@H](C)[C@H](CN(C)C(=O)Nc1cc(F)ccc1F)O2
  107	-83*	0.1	-7
CO[C@@H]1CN(C)C(=O)c2cc(NS(=O)(=O)c3ccccc3)ccc2OC[C@@H](C)N(C)C[C@H]1C
  -31	·	0.0	-1
COc1cccc(NC(=O)N(C)C[C@H]2OCc3cn(nn3)CCCC(=O)N([C@@H](C)CO)C[C@H]2C)c1
  8	0	1.1	·
C[C@@H]1CN([C@@H](C)CO)C(=O)c2cc(NS(C)(=O)=O)ccc2O[C@@H]1CN(C)Cc1ccc(Oc2ccccc2)cc1
  91	-8	-0.5	-10
COc1ccc(C(=O)Nc2ccc3c(c2)OC[C@@H](C)N(C(=O)C2CC2)C[C@@H](C)[C@H](OC)CN(C)C3=O)cc1
  52	·	-1.6	·
COc1ccc2c3c(n(C)c2c1)[C@H](CO)N(Cc1cccc(Cl)c1)CC31CN(C(C)=O)C1
  ·	-15	0.3	21
C[C@H](CO)N1C[C@H](C)[C@H](CN(C)C(=O)Nc2cccc3ccccc23)Oc2ccc(NC(=O)CCC(F)(F)F)cc2CC1=O
  28	-20	0.6	-5
CO[C@@H]1CN(C)C(=O)c2cc(NC(C)=O)ccc2OC[C@@H](C)N(Cc2ccccn2)C[C@H]1C
  -75	9	2.6	0
C/C=C/c1ccc([C@H]2[C@@H](CO)N(CC3CCCC3)[C@H]2CNS(C)(=O)=O)cc1
  49	-14	-2.0	-6
COc1ccccc1NC(=O)N[C@@H]1C=C[C@H](CC(=O)N[C@@H](C)c2ccccc2)O[C@@H]1CO
  ·	15	-1.0	2
COc1cccc(-c2ccc3n(c2=O)C[C@@H]2[C@@H](CO)[C@H](C(=O)N(C)C)N(C(=O)C4CC4)[C@H]32)c1
  -78	·	-0.7	1

More compounds.
Structure | T cruzi growth | Pf Dd2 inh | GASC1 inh | C diff growth
Cc1ccc(S(=O)(=O)Nc2cccc3c2O[C@@H](CN(C)C(=O)Nc2ccccc2)[C@H](C)CN([C@@H](C)CO)C3=O)cc1 | -7 | 2 | 0.6 | 0
Cc1noc(C)c1NC(=O)Nc1ccc2c(c1)C(=O)N([C@H](C)CO)C[C@H](C)[C@@H](CN(C)C(=O)Nc1ccc(F)cc1)O2 | 16 | 40 | -0.7 | 20
C[C@@H]1CN([C@@H](C)CO)C(=O)Cc2cc(NC(=O)NC3CCCCC3)ccc2O[C@H]1CN(C)C(=O)Nc1ccccc1 | 16 | -26 | 0.3 | -5
O=C(NC1CCCCC1)N[C@@H]1CC[C@@H](CCNS(=O)(=O)c2ccccc2)O[C@H]1CO | -55 | -21 | 0.2 | 0
O=C(C[C@H]1CC[C@@H]2[C@H](COC[C@H](O)CN2Cc2ccccc2F)O1)NC1CCC1 | 23 | · | 1.5 | -2&-6

From PubChem

No enrichment for hits; about 6.7% have a hit in one of these screens.
